# 3CLpro inhibitor: SARS-CoV 3CLpro protease inhibitors, primary screen, biochemical, quenched FRET | 290,000 tested, 0.14% active | inhibition, % at 6 µM | recombinant SARS-CoV 3CLpro, quenched FRET peptide cleavage; in the data active means inhibition above about 12%
# BoNT A protease: BoNT/A light chain protease inhibitors, primary screen, biochemical, flow cytometry, MLPCN library; inhibition, % at 10 µM; multiplex microsphere protease substrate cleavage; Botulinum neurotoxin type A light chain protease (Clostridium botulinum A str. ATCC 3502); 360,000 tested, 0.17% active; further: plate controls were buffer without enzyme for full effect and enzyme alone for no effect
# Y pestis TopoI: Yersinia pestis topoisomerase I inhibitors, primary screen, biochemical, cleavage product accumulation, plate reader, single point; activity, % at 10 µM; DNA topoisomerase I (Yersinia pestis CO92); Y. pestis Topo-I cleavage product accumulation; 360,000 tested, 0.064% active; in the data active means activity above about 50%, passing the limit was not always enough; inconclusive means no clear call, values can overlap the other calls; further: inactives centre near 2
# Vc quorum ag: inducers of Vibrio cholerae quorum light production without autoinducers, primary screen, BH1578 luxS cqsA deficient, single point | V. cholerae BH1578 lux reporter, luminescence, 6 h | activation, % at 18.7 µM | 350,000 tested, 0.16% active | AID 588436, 2011; in the data active means activation mostly above about 9.7%, no sharp cut-off; inconclusive means no clear call, values can overlap the other calls; inactive means mostly below about 3.7%; further: not every result past the cut was called active; inactives centre near 0; reference of the scale not given here
# TcdB inh: TcdB glycohydrolase inhibitors, primary screen, biochemical, single point, plate reader; inhibition, % at 9.99 µM; 350,000 tested, 0.24% active; Toxin B (Clostridioides difficile), P18177; TcdB glycohydrolase enzymatic assay; in the data active means inhibition above about 10%
# Target sequence (P18177 whole entry, looked up): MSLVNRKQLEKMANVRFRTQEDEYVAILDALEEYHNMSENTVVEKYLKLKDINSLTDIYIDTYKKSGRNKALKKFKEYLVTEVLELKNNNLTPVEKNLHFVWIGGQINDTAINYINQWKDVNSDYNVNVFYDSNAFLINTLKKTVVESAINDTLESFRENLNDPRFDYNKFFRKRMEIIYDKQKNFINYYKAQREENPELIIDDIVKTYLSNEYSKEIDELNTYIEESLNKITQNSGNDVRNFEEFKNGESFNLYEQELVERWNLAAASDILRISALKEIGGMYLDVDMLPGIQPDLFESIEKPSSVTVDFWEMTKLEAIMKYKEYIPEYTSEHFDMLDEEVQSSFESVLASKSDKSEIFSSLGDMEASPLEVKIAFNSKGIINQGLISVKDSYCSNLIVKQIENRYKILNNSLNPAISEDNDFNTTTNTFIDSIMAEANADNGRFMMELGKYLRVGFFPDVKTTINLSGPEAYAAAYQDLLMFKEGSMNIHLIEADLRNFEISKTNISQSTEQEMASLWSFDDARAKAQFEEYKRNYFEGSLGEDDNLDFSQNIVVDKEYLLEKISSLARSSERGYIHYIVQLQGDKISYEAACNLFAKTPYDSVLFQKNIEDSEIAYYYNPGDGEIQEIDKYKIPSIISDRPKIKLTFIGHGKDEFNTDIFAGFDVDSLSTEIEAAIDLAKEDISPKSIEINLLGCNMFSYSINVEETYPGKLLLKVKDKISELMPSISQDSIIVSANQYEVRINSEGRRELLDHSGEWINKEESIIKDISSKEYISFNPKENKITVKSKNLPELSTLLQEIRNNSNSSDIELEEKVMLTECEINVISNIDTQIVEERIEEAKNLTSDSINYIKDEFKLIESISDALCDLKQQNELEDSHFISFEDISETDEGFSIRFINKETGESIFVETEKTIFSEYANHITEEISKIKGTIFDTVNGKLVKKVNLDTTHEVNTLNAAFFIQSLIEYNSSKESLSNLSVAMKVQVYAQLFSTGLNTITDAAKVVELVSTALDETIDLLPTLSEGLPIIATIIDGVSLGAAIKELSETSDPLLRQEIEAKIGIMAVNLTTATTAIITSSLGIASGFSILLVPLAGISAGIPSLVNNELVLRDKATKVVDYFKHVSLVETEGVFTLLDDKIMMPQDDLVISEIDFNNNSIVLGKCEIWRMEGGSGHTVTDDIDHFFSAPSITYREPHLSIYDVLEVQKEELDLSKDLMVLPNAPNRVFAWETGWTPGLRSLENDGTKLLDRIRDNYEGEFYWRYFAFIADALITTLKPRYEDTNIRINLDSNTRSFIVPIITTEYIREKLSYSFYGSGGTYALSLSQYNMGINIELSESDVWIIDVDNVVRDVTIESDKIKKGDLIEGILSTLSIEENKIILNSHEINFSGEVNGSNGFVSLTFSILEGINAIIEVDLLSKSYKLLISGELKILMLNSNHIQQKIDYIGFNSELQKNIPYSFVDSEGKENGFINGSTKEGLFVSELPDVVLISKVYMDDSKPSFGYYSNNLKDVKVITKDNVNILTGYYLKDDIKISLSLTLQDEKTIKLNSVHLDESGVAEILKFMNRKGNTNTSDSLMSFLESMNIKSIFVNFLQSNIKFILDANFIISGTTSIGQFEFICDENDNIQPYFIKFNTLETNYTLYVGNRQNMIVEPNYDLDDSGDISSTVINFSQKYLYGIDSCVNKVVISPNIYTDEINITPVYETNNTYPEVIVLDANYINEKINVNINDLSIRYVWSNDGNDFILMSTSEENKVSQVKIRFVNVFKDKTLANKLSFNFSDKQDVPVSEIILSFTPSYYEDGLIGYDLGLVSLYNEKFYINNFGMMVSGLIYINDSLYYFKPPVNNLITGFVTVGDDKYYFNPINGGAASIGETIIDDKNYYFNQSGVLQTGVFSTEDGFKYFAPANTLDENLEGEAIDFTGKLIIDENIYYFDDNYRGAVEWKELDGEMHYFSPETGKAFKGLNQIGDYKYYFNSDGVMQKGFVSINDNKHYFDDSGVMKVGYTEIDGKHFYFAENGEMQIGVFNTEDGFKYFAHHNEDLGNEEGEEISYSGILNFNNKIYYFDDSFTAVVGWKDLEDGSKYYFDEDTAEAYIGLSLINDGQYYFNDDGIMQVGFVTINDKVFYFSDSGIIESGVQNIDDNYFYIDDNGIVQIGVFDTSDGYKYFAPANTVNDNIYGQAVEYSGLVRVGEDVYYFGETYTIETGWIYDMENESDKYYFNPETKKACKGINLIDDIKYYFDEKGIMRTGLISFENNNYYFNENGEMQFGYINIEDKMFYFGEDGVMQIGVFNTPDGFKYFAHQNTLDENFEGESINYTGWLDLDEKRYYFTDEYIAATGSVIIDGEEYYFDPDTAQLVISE
# PfHsp40 yeast: rescue of yeast from PfHsp40 toxicity, primary screen, S. cerevisiae, ATP luminescence; S. cerevisiae expressing PfHsp40, growth rescue; growth rescue, % at 12.5 µM; 340,000 tested, 0.68% active; AID 504582, 2011; in the data active means growth rescue above about 28%, passing the limit was not always enough; inconclusive means no clear call, values can overlap the other calls;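 further: yeast W303a lacking pdr1 and pdr3 grown in galactose medium; growth measured after three days at 30 °C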
# PriA SSB inh: inhibitors of Klebsiella pneumoniae PriA binding to SSB C-terminal tail, primary screen, biochemical, AlphaScreen; PriA–SSB C-terminal tail interaction (Klebsiella pneumoniae); AlphaScreen SSBct-PriA binding, biotinylated peptide; inhibition, % at 33 µM; 430,000 tested, 0.6% active; AID 1272365, 2023; in the data active means inhibition mostly above about 37%, no sharp cut-off; inactive means mostly below about 20%;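 further: plate controls were negative control peptide for no effect and reference peptide for full effect; strong numbers were not always called active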
# Anthrax LF inh2: Bacillus anthracis LF protease inhibitors, primary screen, biochemical, multiplex microsphere, MLPCN library | Lethal factor (Bacillus anthracis), P15917 | multiplex microsphere protease cleavage assay | inhibition, % at 10 µM | 360,000 tested, 0.12% active; further: plate controls were buffer without enzyme for full effect and enzyme alone for no effect
# PrPC TRFRET: inhibitors of human cell surface prion protein PrPC, primary screen, cell-based, TR-FRET. inhibition, % at 13.8 µM. TR-FRET read-out. 370,000 tested, 0.43% active. AID 720596, 2013. Major prion protein (Homo sapiens), P04156; in the data active means inhibition above about 24%; further: 0% = median of the test wells and 100% = reference compound wells
# Active calls of the source: *; i = inactive; ? = inconclusive; . = not tested or not shown; & = joins results of further samples. Unless noted, no stated cut-off is given here; in the data, active means inhibition above about 30%; inconclusive means no clear call, values can overlap the other calls; inactive means below that. The list is partial. The share of hits here may be higher or lower than overall.
SMILES,3CLpro inhibitor,BoNT A protease,Y pestis TopoI,Vc quorum ag,TcdB inh,PfHsp40 yeast,PriA SSB inh,Anthrax LF inh2,PrPC TRFRET
O=C(c1ccccc1NS(=O)(=O)c1ccccc1)N1CCCCCC1,-2,-4.9,-6,-0.8,1.4,-1.1,4,-14,5
O=C(CCCOC(=O)c1cccnc1Cl)c1ccc(Br)cc1,.,-0.3,12,i,-1.3,0.8,-10,1,-3
C=CCN(C(=O)c1cccc(S(=O)(=O)N2CCN(C)CC2)c1)c1nc(-c2ccccc2)cs1,-1,0.1,19,i,.,-1.4,16,0,-3
CCC(C(=O)NCc1ccco1)N(C(=O)CNS(=O)(=O)c1ccc(F)cc1)c1ccccc1F (stereo not drawn),-3,1.0,11,-0.5,-0.7,-1.6,-1,-4,1
O=C(CCSc1ccccc1)Nc1nccs1,6,?,5,i,.,-1.3,-9,0,-4
Cc1ccccc1NS(=O)(=O)c1ccc(OCC(=O)NCc2cccnc2)cc1,1,-1.5,12,-0.2,.,-1.2,6,-1,0
COc1ccc2oc(C(=O)OCC(=O)N(C)CC(=O)Nc3ccc(C)cc3)c(C)c2c1,.,-3.2,9,i,-1.3,2.6,7,0,11
COC(=O)c1ccccc1NC(=S)N1CCN(C2CCCCC2)CC1,2,1.8,10,i,1.4,-0.2,7,0,-6
CN(CC(=O)Nc1cc([N+](=O)[O-])ccc1Cl)Cc1ccc(Br)cc1,1,1.9,-6,2.4,.,0.0,19,-1,-32
O=C(/C=C/c1cccc(Cl)c1)NCc1ccccc1,0,-0.4,-10,-0.3,0.9,-2.2,-13,0,-3
C[C@@H]1CN([C@H](C)CO)C(=O)c2c(c3ccccc3n2C)-c2ccccc2CO[C@H]1CN(C)C(=O)NC1CCCCC1,.,-0.4,40,-2.3,0.9,.,.,-7,-1
COc1cc(C(=O)NC2CCN(C)CC2)ccc1Nc1ncc2c(n1)N(C1CCCC1)CCC(=O)N2C(C)C,.,0.1,-14,i,.,-1.7,-7,-10,.
Cc1c(C(=O)NCc2ccc3c(c2)OCO3)sc(=O)n1Cc1ccc(S(C)(=O)=O)cc1,.,-0.4,-2,i,1.0,.,.,-10,-7
COc1ccc(C(=O)NNC(=O)c2ccc(S(=O)(=O)N3CCOCC3)cc2)cc1,2,-0.6,8,-2.8,-2.0,-1.0,22,1,1
COc1cccc(C(=O)Nc2ccc(F)c(F)c2F)c1,3,-2.0,2,-1.4,.,-0.4,-23,0,2

# Among those listed so far, three contain four or more nitrogen atoms.
SMILES,3CLpro inhibitor,BoNT A protease,Y pestis TopoI,Vc quorum ag,TcdB inh,PfHsp40 yeast,PriA SSB inh,Anthrax LF inh2,PrPC TRFRET
C=CCN(C(=O)c1cccc(S(=O)(=O)N2CCN(C)CC2)c1)c1nc(-c2ccccc2)cs1,-1,0.1,19,i,.,-1.4,16,0,-3
C[C@@H]1CN([C@H](C)CO)C(=O)c2c(c3ccccc3n2C)-c2ccccc2CO[C@H]1CN(C)C(=O)NC1CCCCC1,.,-0.4,40,-2.3,0.9,.,.,-7,-1
COc1cc(C(=O)NC2CCN(C)CC2)ccc1Nc1ncc2c(n1)N(C1CCCC1)CCC(=O)N2C(C)C,.,0.1,-14,i,.,-1.7,-7,-10,.

# Additional records:
SMILES,3CLpro inhibitor,BoNT A protease,Y pestis TopoI,Vc quorum ag,TcdB inh,PfHsp40 yeast,PriA SSB inh,Anthrax LF inh2,PrPC TRFRET
Oc1ccccc1C1CC(c2cccs2)=NC(c2cccc(Br)c2)N1 (stereo not drawn),-1,0.5,-1,-0.3,0.7,0.0,10,-5,-12
CCN(CC)C(=O)[C@H]1CC(CC(=O)NCC23CC4CC(CC(C4)C2)C3)C(=O)N2CCc3c([nH]c4ccc(OC)cc34)[C@]12C (stereo partly drawn),.,-0.1,10,-1.9,-1.0,1.5,16,7,-1
COc1ccc(-c2ccc3c(c2)O[C@H](CN(C)C(=O)Nc2ccccc2F)[C@@H](C)CN([C@H](C)CO)S3(=O)=O)cc1,.,-0.4,14,-2.1,-8.3&0.2,.,.,-10,-2
N#Cc1c(N)c(C(=O)c2ccccc2)n2c1CCC2,1,-2.9,-6,i,.,0.6,-1,-1,0
CCOCc1nnc(NC(=O)c2ccc(OC)cc2)s1,3,1.3,8,10,.,-1.7,0,1,4
O=C(NNS(=O)(=O)c1ccc(F)cc1)c1cc(Cl)ccc1O,3,-1.4,4,-0.5,0.8,-0.4,3,8,7
O=C(Nc1ncc(Cc2cccc(Cl)c2)s1)C1CCCO1 (stereo not drawn),2,-0.2,3,-0.7,.,0.6,-13&-16,-4,12
COC(=O)[C@H](CCSC)NC(=O)Nc1ccc(C)cc1,-7,0.3,-1,-0.5,.,-0.2,-5,0,-4
CCN(CC)CCNC(=O)Cn1ncc2ccccc2c1=O,0,.,27,-1.0,1.1,-0.2,-6,.,-3
CC(C)(Sc1ccc(CCN(CCCCC2CCCCC2)C(=O)NC2CCCCC2)cc1)C(=O)O,.,-0.8,36,i,-0.8,-0.7,5,0,6
Cc1c(OCC(=O)NC(Cc2ccc(Cl)cc2)C(=O)O)ccc2c3c(c(=O)oc12)CCC3 (stereo not drawn),7,-0.4,10,-0.5,1.1,-0.4,0,2,0
Cc1cc(NC(=O)c2ccc(N3CCCC3)c([N+](=O)[O-])c2)no1,-2,-0.1,-10,-0.3,0.2,0.2,8,0,-13
COc1ccccc1S(=O)(=O)Cc1ccc(C(=O)NC(C)c2ccc3c(c2)OCCO3)o1 (stereo not drawn),-2,2.2,3,-3.0,.,-0.9,-8,-1,-5
O=C(NC1CCCC1)c1cc(-c2ccc(Cl)c(Cl)c2)on1,2,-1.4,13,0.2,0.0,-0.2,-5,0,5
COc1cc(OC)cc(C(=O)NCCOC23CC4CC(CC(C4)C2)C3)c1,-1,-0.4,19,0.6,0.6,3.7,-8,3,2
COc1ccc(S(=O)(=O)CCC(=O)NCc2ccc(C)o2)cc1,4,-0.9,-11,-0.2,0.9,-0.5,-2,-9,5
Cc1ccc(NC(=O)C2CCCN(C3=NS(=O)(=O)c4ccccc43)C2)c(O)c1 (stereo not drawn),.,-0.1,-8,0.7,-0.4,0.2,-3,-5,4
O=C1c2ccccc2NC(c2cnc3ccccc3n2)N1O (stereo not drawn),0,0.2,-2,-0.3,.,8.9,21,-4,-15
Cc1sc(NC(=O)C2CC=CCC2C(=O)O)c(C(=O)OC(C)C)c1C (stereo not drawn),1,0.4,3,-0.3,.,-0.1,-8,-3,-6
O=C(c1ccccc1)c1nn(-c2ccc(Cl)cc2)cc1C(=O)c1cc2ccccc2oc1=O,1,3.1,-3,-0.2,.,-1.5,-7,-16,4
COc1ccc(/C=C(\NC(=O)c2ccc(Cl)cc2)C(=O)NCC2CCCO2)cc1OC (stereo not drawn),3,0.2,-3,i,1.2,0.5,-1,-11,-13
COc1ccc(C)cc1NC(=O)CCCN1C(=O)CCC1=O,2,-0.3,2,-0.5,-0.6,-0.1,-15,-3,0
Cc1nc(SCC(N)=O)c([N+](=O)[O-])[nH]1,4,-1.1,-11,-0.1,0.6,0.8,-1,2,0
O=C(Nc1ccc2nn(-c3ccccc3)nc2c1)c1cccnc1,0,-1.7,-2,i,.,115*,0,-7,-2
CCOC(=O)c1ccc(N/C(=N\S(=O)(=O)c2ccccc2C)c2ccccc2)cc1,-1,0.4,19,i,.,3.2,.,4,3
N#CCSc1nc2ccccc2c2nc3ccccc3n12,-1,-0.1,4,i,.,-0.3,-1,0,4
O=C(CCc1ccccc1)Nc1nc2ccc(S(=O)(=O)N3CCOCC3)cc2s1,-1,0.1,41,i,.,0.6,-5,2,3
CCOC(=O)c1ccc(S(=O)(=O)N2CCN(CC(=O)NC(=O)NC(C)(C)C)CC2)cc1,1,?,2,-0.7,.,-0.1,-4,0,-9
COc1cc(CN2C[C@@H](CO)O[C@@H](n3cnc4c(NC5CCC5)ncnc43)C2)cc(OC)c1OC,.,0.2,-1,-4.5,0.6,.,.,3,-1
O=C(O)C1=CCCNC1,.,-0.5,-1,0.1,-0.3,-2.1,-12,-6,8
CSC1=N/C(=C\c2ccc(C)o2)C(=O)S1,-2,-1.2,4,0.4,.,-1.4,-1,-3,3
CCN(C(=O)CSc1n[nH]c(-c2ccccc2)n1)c1c(N)n(Cc2ccccc2)c(=O)[nH]c1=O,.,-0.8,2,i,0.7,1.1,1,-9,9
CCn1c(SCC(=O)NC2CCCCC2)nnc1-c1ccco1,1,3.1,5,-0.5,-0.4,0.2,2,12,6
COc1cc(/C=N/NC(=O)Cc2cccs2)c([N+](=O)[O-])cc1OC,3,0.6,-4,-0.8,.,0.1,.,0,-35
CCC(C)NC(=O)CN1C(=O)CSc2ccc(S(=O)(=O)N3CCCC3)cc21 (stereo not drawn),3,-0.6,6,i,-1.4,0.8,-17,-2,5
COc1cc(C#N)c(NC(=O)CN2CCN(CCO)CC2)cc1OC,6,0.0,-8,0.3,-1.5,-0.4,-4,0,1
Cc1ccc(OCC(=O)NC(=S)Nc2ccc(Br)cn2)cc1C,-3,-0.9,3,i,0.8,-0.7,-5,-1,10
COc1ccccc1NC(=O)CC(=O)Nc1ccccc1OC,-3,-2.1,0,-0.1,-4.2,.,2&-4,11,9
CC[C@@]1(C(=O)OC)N[C@H](CN(C)C(=O)COC)[C@@H]2C(=O)N(C)C(=O)[C@@H]21,.,0.2,-3,i,0.1,1.7,-6,2,7
COc1ccccc1CC(=O)Nc1ccc(S(=O)(=O)N2CCCCC2)cc1,-2,-0.3,21,-0.2,0.8,-1.8,-7,-11,4
Cc1ccsc1/C=N/Nc1nc(=O)[nH]nc1C,-4,-3.2,5,i,0.1,-6.5,.,-5,4
CN(C)/C=C/C(=O)Oc1ccc(Cl)cc1Cl,0,-0.5,6,0.1,1.3,1.1,-16,-6,-4
Cc1ccc(-c2nc3ccccc3[nH]2)cc1NC(=O)c1sc2ccccc2c1Cl,4,-0.1,-8,0.7,.,0.7,-4,1,-4
O=C(O)CN1C(=O)C2C3CC(C2C1=O)C1C(c2ccc(Cl)cc2)c2sc(=O)[nH]c2SC31 (stereo not drawn),2,0.3,-3,-0.2,-1.5,1.7,-5&-10,0,0
CCCc1cc(=O)n2[nH]c(-c3ccc(OC)cc3)nc2n1,-1,-0.1,5,-0.2,.,-0.3,-5,2,-5
CC(NS(=O)(=O)c1ccc(Cl)cc1)C(c1cccs1)N1CCN(C)CC1 (stereo not drawn),3,1.0,-7,-6.7,.,-3.4,-9,0,0
COc1ccc(/C(C)=N\n2cnnc2)cc1,1,-1.1,4,i,.,1.2,.,-6,-3
O=C(OCC(=O)N1CCCc2ccccc21)c1cccnc1Cl,1,-0.9,2,-0.3,2.1,0.7,-8,-3,11
O=C(O)C1=C[C@@H](c2coc3ccccc3c2=O)C[C@@H](OCc2ccc(CO)cc2)O1,2,0.0,10,-0.3,0.8,-0.8,-15,-7,0
NC(=O)COc1c(-c2ccc(Br)o2)oc2ccccc2c1=O,4,0.0,8,i,1.4,-1.2,-12,-14,.
COc1ccc(-c2c(=O)n(OCc3ccccc3[N+](=O)[O-])c3ccccc3[n+]2[O-])c(OC)c1,-5,0.5,14,i,1.8,1.5,-8,-8,-42
O=C(COC(=O)c1ccc(F)c([N+](=O)[O-])c1)NC(=O)NCc1ccccc1,.,1.4,3,-1.6,-2.2,0.1,-4,-4,-7
C[C@H](CO)N1C[C@H](C)[C@@H](CN(C)S(=O)(=O)c2cn(C)cn2)Oc2ccc(NS(=O)(=O)c3ccccc3)cc2C1=O,.,-0.2,-2,-4.5,0.4&0.9,-0.4,1,0,-1
COc1ccc(N2CCN(S(=O)(=O)c3ccc4c(c3)N(C(C)=O)CCO4)CC2)cc1,-2,0.5,23,-0.3,-0.2,0.1,3,-3,-2
